# PriA SSB inh: inhibitors of Klebsiella pneumoniae PriA binding to SSB C-terminal tail, primary screen, biochemical, AlphaScreen; 430,000 compounds, 0.6% hits; AID 1272365, 2023; inhibition, % at 33 µM; AlphaScreen SSBct-PriA binding, biotinylated peptide; PriA–SSB C-terminal tail interaction (Klebsiella pneumoniae); in the data active means inhibition mostly above about 37%, no sharp cut-off; inactive means mostly below about 20%;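 further: plate controls were negative control peptide for no effect and reference peptide for full effect; strong numbers were not always called active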
# * marks the source's active call; other numbers are inactive results; i = inactive; & = joins results of further samples.
Compound | PriA SSB inh
CSc1ccc(Cc2nnc(NC(=O)c3ccc(F)cc3)o2)cc1 | 0
C#CCn1c(=NC(=O)c2ccn(CC)n2)sc2cc(S(N)(=O)=O)ccc21 | -11
CC(C)(C)C1CCc2c(sc3nc(CCC(=O)N4CCN(c5ccccn5)CC4)[nH]c(=O)c23)C1 (stereo not given) | -30&-3
CCn1nccc1C(=O)Nc1ccc(O)c(-c2nc3ccccc3s2)c1 | -49
CC1CCc2nc(/C(C#N)=C\c3ccccc3)sc2C1 (stereo not given) | -20
Cn1cccc1CN(Cc1cccs1)S(=O)(=O)Cc1cc(F)cc(F)c1 | 7
CC(=O)N1CC(C(=O)NCCCn2ncccc2=O)C1 | -10
COc1ccc(Cl)cc1C(=O)NC[C@]1(O)CCc2ccccc2C1 | -9
COc1ccnc(Oc2ccccc2)c1C(=O)NC=NOCc1ccccc1 | -9
COc1ccc(/C=C/c2cc(C(C)(C)C)[o+]c(C(C)(C)C)c2)cc1 | -4
O=C(NN=C/C(Br)=C/c1ccccc1)c1ccccc1F | -10
CCC(C(=O)NCCOc1ccccc1)c1ccccc1 (stereo not given) | -25&-10
ON=Cc1ccccc1Oc1ccccc1 | -9
COc1cccc(C=NNC(=O)Cn2nc(C)c([N+](=O)[O-])c2C)c1O | -11
O=C(CC1CCCCN1S(=O)(=O)c1ccccc1)NCc1ccccc1Cl (stereo not given) | 18
COc1ccccc1-n1ccnc1SCC(=O)Nc1ccc2c(c1)OCCO2 | 5
COCCn1c(SCC(=O)NCc2ccccc2Cl)nnc1-c1c[nH]c2ccccc12 | -8&-7
CN(C)S(=O)(=O)c1ccc(C(=O)N2CCC(c3nnc(-c4ccc(F)cc4)o3)CC2)cc1 | -10
Cc1c(Cl)cccc1S(=O)(=O)NCCC(O)c1cccs1 (stereo not given) | 3
COc1ccc(F)cc1S(=O)(=O)NCc1ccc(C(O)c2ccco2)s1 (stereo not given) | 7
O=S(=O)(CCc1ccccc1)NCC(c1ccsc1)N1CCCCCC1 (stereo not given) | 1
CN(C)c1ccc(CCNC(=O)Cc2ccc(F)cc2)cc1 | -1
COc1cccc(COc2cn(C)c(C(=O)N[C@@H](C)c3ccccc3)cc2=O)c1 | -26
COc1cccc(OCC(=O)NCC(=O)O)c1 | -7
O=C(Cc1ccc(F)cc1)N1CCCC(c2nnc(-c3ccc4c(c3)OCO4)o2)C1 (stereo not given) | -10

# The list continues:
Compound | PriA SSB inh
CCOc1ccc(-c2ccc(=O)n(CCCC(=O)Nc3cc(Cl)ccc3OC)n2)cc1 | -3
O=C(N/N=C/c1ccc(Cl)s1)C1COc2ccccc2O1 (stereo not given) | i
O=C(Cc1cccs1)NCCCS(=O)(=O)N1CCN(c2ccc(F)cc2)CC1 | -11
Cc1cc(=O)n2c(n1)SCC2CC(=O)Nc1ccc(C)c(Cl)c1 (stereo not given) | 1
COc1cc(NC(=O)NCCc2ccc3c(c2)CCCN3C)cc(OC)c1 | 63*
COc1cccc2sc(N3CC(C(=O)Nc4ccc(Br)cc4C)C3)nc12 | -10
Cc1cc(C)c2nc(N(CCn3cccn3)C(=O)c3cccs3)sc2c1 | -18&-1
C/C(C=NNC(=O)c1nnn(-c2nonc2N)c1C(C)C)=C\c1ccco1 | -8
Cc1cc(C(=O)Nc2nnc(-c3cc(C)n(C)n3)o2)on1 | 1
Cc1cc(C)c(NC(=O)CN2C(=O)C3C4c5ccccc5C(c5ccccc54)C3C2=O)c(C)c1 (stereo not given) | 30
O=C1CCSCC(C(=O)N2CCn3c2nc2ccccc23)N1 (stereo not given) | -18
COc1ccc(-c2csc(NC(=O)c3ccc4ncsc4c3)n2)cc1OC | 1
Cc1cc(C)c2sc(N(CCN(C)C)C(=O)c3ccn(C)n3)nc2c1 | -1
Cc1nnc(C2CCCN(C(=O)c3cccc(C(F)(F)F)c3)C2)s1 (stereo not given) | -3
C=CCn1c(COc2ccccc2)nnc1SCC(=O)NN=Cc1cc(Cl)ccc1O | -10
Cc1nc2ccccc2n1CCc1nc2c3ccccc3nc(SCC(=O)c3ccc(Cl)cc3)n2n1 | -11&5
COC(=O)NCCn1nc(C(F)(F)F)c2c1CCOC2 | 0
CN(c1ccccc1)S(=O)(=O)c1ccc(C(O)=C(C#N)c2nc3ccccc3n2C)cc1 | 6
CCCc1nnc(-c2cc3ccccc3[nH]2)o1 | -11
CCOc1ccccc1NC(=O)CCc1csc(NS(=O)(=O)c2ccccc2)n1 | -4
O=C(COc1ccc(F)cc1)N1C2CCC1COC2 | -11
O=C(CCCn1nc(-c2cccnc2)ccc1=O)Nc1ccc2c(c1)OCCO2 | -4
Cc1nc2ccccc2c(=O)n1-c1ccc(Cl)c(NC(=O)c2ccc3c(c2)OCO3)c1 | -17
Cc1noc(C2CCCN2C(=O)C(C)(C)Oc2ccc(Cl)cc2)n1 (stereo not given) | 7
Cc1onc(-c2ccccc2Cl)c1C(=O)NCCn1ccn2nc(-c3ccco3)cc12 | 5

# 27 neighbouring compounds from above, quoted:
Compound | PriA SSB inh
COc1cccc(COc2cn(C)c(C(=O)N[C@@H](C)c3ccccc3)cc2=O)c1 | -26
COc1cccc(OCC(=O)NCC(=O)O)c1 | -7
O=C(Cc1ccc(F)cc1)N1CCCC(c2nnc(-c3ccc4c(c3)OCO4)o2)C1 (stereo not given) | -10
CCOc1ccc(-c2ccc(=O)n(CCCC(=O)Nc3cc(Cl)ccc3OC)n2)cc1 | -3
O=C(N/N=C/c1ccc(Cl)s1)C1COc2ccccc2O1 (stereo not given) | i
O=C(Cc1cccs1)NCCCS(=O)(=O)N1CCN(c2ccc(F)cc2)CC1 | -11
Cc1cc(=O)n2c(n1)SCC2CC(=O)Nc1ccc(C)c(Cl)c1 (stereo not given) | 1
COc1cc(NC(=O)NCCc2ccc3c(c2)CCCN3C)cc(OC)c1 | 63*
COc1cccc2sc(N3CC(C(=O)Nc4ccc(Br)cc4C)C3)nc12 | -10
Cc1cc(C)c2nc(N(CCn3cccn3)C(=O)c3cccs3)sc2c1 | -18&-1
C/C(C=NNC(=O)c1nnn(-c2nonc2N)c1C(C)C)=C\c1ccco1 | -8
Cc1cc(C(=O)Nc2nnc(-c3cc(C)n(C)n3)o2)on1 | 1
Cc1cc(C)c(NC(=O)CN2C(=O)C3C4c5ccccc5C(c5ccccc54)C3C2=O)c(C)c1 (stereo not given) | 30
O=C1CCSCC(C(=O)N2CCn3c2nc2ccccc23)N1 (stereo not given) | -18
COc1ccc(-c2csc(NC(=O)c3ccc4ncsc4c3)n2)cc1OC | 1
Cc1cc(C)c2sc(N(CCN(C)C)C(=O)c3ccn(C)n3)nc2c1 | -1
Cc1nnc(C2CCCN(C(=O)c3cccc(C(F)(F)F)c3)C2)s1 (stereo not given) | -3
C=CCn1c(COc2ccccc2)nnc1SCC(=O)NN=Cc1cc(Cl)ccc1O | -10
Cc1nc2ccccc2n1CCc1nc2c3ccccc3nc(SCC(=O)c3ccc(Cl)cc3)n2n1 | -11&5
COC(=O)NCCn1nc(C(F)(F)F)c2c1CCOC2 | 0
CN(c1ccccc1)S(=O)(=O)c1ccc(C(O)=C(C#N)c2nc3ccccc3n2C)cc1 | 6
CCCc1nnc(-c2cc3ccccc3[nH]2)o1 | -11
CCOc1ccccc1NC(=O)CCc1csc(NS(=O)(=O)c2ccccc2)n1 | -4
O=C(COc1ccc(F)cc1)N1C2CCC1COC2 | -11
O=C(CCCn1nc(-c2cccnc2)ccc1=O)Nc1ccc2c(c1)OCCO2 | -4
Cc1nc2ccccc2c(=O)n1-c1ccc(Cl)c(NC(=O)c2ccc3c(c2)OCO3)c1 | -17
Cc1noc(C2CCCN2C(=O)C(C)(C)Oc2ccc(Cl)cc2)n1 (stereo not given) | 7

# More entries
Compound | PriA SSB inh
CC(Oc1ccccc1)C(=O)NCC1CCN(c2cnccn2)CC1 (stereo not given) | -5
Cc1noc(-c2ccc(N3CCC(NC(=O)Cc4ccccc4Br)C3)nc2)n1 (stereo not given) | 1
COC(=O)c1ccc(C2Oc3ccc(Cl)cc3C3CC(c4ccco4)=NN32)cc1 (stereo not given) | -7
Cn1c(Nc2ccccc2C(F)(F)F)nc2ccccc21 | -13&-11
Cn1nc(-c2ccc(F)cc2)ccc1=O | -4
O=C(c1ccc(NS(=O)(=O)c2cccc(Cl)c2)cc1)N1CCCCCC1 | -12
Cc1cccc(NS(=O)(=O)c2ccc(F)c(Cl)c2)c1 | -12
Cc1c(C(=O)NCCn2nc(-c3ccsc3)cc2C2CC2)cnn1-c1ccccc1 | -7
CN(C)c1ccc(C=NN=C(N)N)cc1[N+](=O)[O-] | 8
N#CCC(=O)NN=Cc1cc(Br)ccc1OCc1cccc2ccccc12 | 0
COc1ccc(N2CCN(c3cc(=O)n(C4CCCCC4)c(=O)[nH]3)CC2)cc1 | -3
Cc1ccnc(NS(=O)(=O)c2ccc(NC(=O)c3ccc([N+](=O)[O-])o3)cc2)n1 | -11
CCCC(=O)Nc1cccc(-c2cn3nc(OC)ccc3n2)c1 | -21
O=C(NNC(=O)c1cccn(Cc2ccc(Cl)c(Cl)c2)c1=O)c1ccco1 | -10
O=[N+]([O-])c1cccc(C=NNc2nc(NCc3ccccc3)nc(N3CCOCC3)n2)c1O | 31
COc1ccc(N2CCCS2(=O)=O)cc1NC(=O)Nc1ccc2c(c1)OCO2 | -12
CSCC[C@](C)(O)CNS(=O)(=O)c1ccccc1Cl | -8
CC(C)CN(CC(C)C)S(=O)(=O)c1ccc(C(=O)Nc2nc(-c3ccncc3)cs2)cc1 | -5
O=C(CSc1nc2c(sc(=S)n2-c2ccc(Cl)cc2)c(=O)[nH]1)NCc1ccco1 | -2
COc1ccc(/C=C/C(=O)N2CCN(CCN3C(=O)c4cccc5cccc(c45)C3=O)CC2)cc1 | 16
CS(=O)(=O)N1CCC(C(=O)N2CC(c3nc(-c4ccco4)no3)C2)CC1 | -7
Cc1nc(C)n(CC(O)COc2ccc3c(C)cc(=O)oc3c2)n1 (stereo not given) | 1
Cc1cc(=O)[nH]c(-n2nc(C)cc2NC(=O)C(=O)c2c[nH]c3ccccc23)n1 | 9
O=C(NCCN1CCN(c2ccc(F)cc2)CC1)C1CC1 | -12&-1
O=S(=O)(CCc1ccccc1)NCC(c1ccc(F)cc1)N1CCOCC1 (stereo not given) | 2

# Next section.
Compound | PriA SSB inh
Cc1[nH]c2ccccc2c1C(Nc1nc2c(s1)CCCC2)c1ccccn1 (stereo not given) | 32
COc1ccc(-c2noc(C3CCN(S(=O)(=O)c4ccc(Cl)cc4)CC3)n2)cc1OC | -6
O=C(c1cc(-c2ccco2)[nH]n1)N1CCN(c2ccc(-n3cncn3)nn2)CC1 | -1
CC(O)(CNC(=O)C1CC=CCC1)C1CC1 (stereo not given) | -3
CS(=O)(=O)N1CCCSCC1CN1CCOCC1 (stereo not given) | -18
O=C(CSc1ccc2nnc(CCNC(=O)c3ccccc3)n2n1)Nc1ccccc1C(F)(F)F | -3&3
N#Cc1cc(C(=O)O)ccn1 | -9
CCN(CC)c1ccc(C=NNc2cccc(C)c2)c(O)c1 | 12
CC(C)(C)n1ncc2c(=O)n(CCC(=O)NCc3ccccc3Cl)cnc21 | -16
Cc1ccc2c(c1)sc(=NC(=O)c1cc(Cl)sc1Cl)n2C | 8
O=C(NC(c1cccnc1)C1CCOCC1)c1cc2cc(F)ccc2s1 (stereo not given) | 11
Cc1cccc(NC(=O)Cc2csc(Nc3ccc(F)cc3)n2)c1C | -13
O=C(CSCc1ccccc1)NCc1nn(C2CCCC2)c(=O)c2ccccc12 | -6
Cc1nc2ccc(NC(=O)c3cc4ccccc4oc3=O)cc2c(=O)n1-c1ccc(Cl)cc1 | -11
COc1ccc(N2CCN(C(=O)c3ccc(S(=O)(=O)N4CCCCC4)cc3)CC2)nn1 | -8
c1ccc2[nH]c(CCc3nc4ccccc4[nH]3)nc2c1 | -1
Cc1nc(C)c(C(=O)N2CC(Oc3cc(C)n(C)c(=O)c3)C2)s1 | -4
Cn1nc(-c2ccc(F)cc2)cc1C(=O)Nc1ccc(CC(=O)NCc2cccs2)cc1 | -16
CCn1c(=NC(=O)c2ccnn2C)sc2cc3c(cc21)OCO3 | 13
Cc1nc2c(ccc3nc(NC(=O)c4ccco4)sc32)s1 | 3
C#CCN(C)Cc1ccc(O)c2ncccc12 | 110*
CCn1cc(C(=O)NC2CCN(c3ccc(C(F)(F)F)cn3)C2)c(=O)c2ccc(C)nc21 (stereo not given) | 14
O=C(Cc1csc(SCc2ccc(F)cc2)n1)NCCc1c[nH]c2ccccc12 | 20
CCN(CC)S(=O)(=O)c1ccc(C(=O)Nc2ccc(Cl)cc2C(=O)c2ccccc2)cc1 | -1
C=CCn1c(SCCC(=O)Nc2ccc(F)cc2)nc2scc(-c3ccco3)c2c1=O | -4

# New compounds follow.
Compound | PriA SSB inh
Cc1ccc(CC/C=N\NC(N)=S)o1 | 23
CCC(=O)NN=C(C)CC(=O)Nc1cc(Cl)ccc1C | -1
CS(=O)(=O)N1CCC(C(=O)NCCn2nc(-n3cccn3)ccc2=O)CC1 | -1
O=c1cc(C2CC2)nc[nH]1 | -5
Cc1nc(Oc2ccccc2)cc(N2CCN(C(=O)c3ccc(F)cc3Cl)CC2)n1 | 3
O=c1cc(N=Cc2coc3c(ccc4ccccc43)c2=O)[nH]c(=S)[nH]1 | -14
CCOCC(=O)NCc1cc(C2CC2)n(C2CCCC2)n1 | -1
O=C(NN=Cc1ccc(O)cc1)c1cccc(C(F)(F)F)c1 | 0

# This is a subset; rates above refer to the full screens.
